Source: PubChem
L3MBTL1 block: L3MBTL1 (human) inhibition. Q9Y468. AlphaScreen L3MBTL1–H3K9me1 peptide binding. Potency, µM (highest dose often 57.1 µM), for inactives: at the highest dose activity, negative = inhibition, most hits filed as inhibitors. actives 0.66% (n = 230,000). AID 485360; also: nearly all actives have a fitted effect of over 60% in size
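Read-out is AlphaScreen signal from streptavidin donor and nickel chelate acceptor beads (10 ug/mL final each) bridging L3MBTL1 (50 nM) and biotinylated K9-monomethylated H3(1-15) peptide (75 nM), after 30 min compound exposure at room temperature.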
Tau fibril ThT: inhibitors of human tau fibril formation, thioflavin T binding | P10636 | recombinant tau K18 P301L (four-repeat tau fragment), heparin-induced fibrillization, ThT fluorescence | Potency, µM (doses to about 57.4 µM), without a hit: top-dose activity, negative = inhibition, usual class: inhibitors | actives 2.1% (n = 270,000) | AID 1460; also: nearly all actives have a fitted effect of over 55% in size
Target sequence (P10636 561-689 P618L limits assumed): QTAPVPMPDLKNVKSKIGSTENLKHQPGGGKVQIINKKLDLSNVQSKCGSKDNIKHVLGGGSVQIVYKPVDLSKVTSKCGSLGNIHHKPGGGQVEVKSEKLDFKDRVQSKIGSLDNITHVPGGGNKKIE
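K18 P301L tau (15 uM + 0.24 uM Alexa 594-tagged), heparin 20 uM, NaOAc pH 7, 6 h 37 C; ThT 30 uM, 1 h RT, ex 450/em 510 nm.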
TexasRed fluor: counter-screen for TRb-SRC2 inhibitors: fluorescence interference; actives 0.29% (n = 280,000); AID 1479; TRb/SRC2 Texas Red total fluorescence interference; Potency, µM (series often up to 106 µM), for inactives: top-dose fluorescence change, negative = quenching; active = well fitted curve in either direction with a large enough effect; inconclusive = small, poorly fitted or top-dose-only effect
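Flags fluorescent or light-absorbing compounds by total fluorescence, S + 2P, at 555 nm excitation and 632 nm emission. Mixture: 20 nM Texas Red SRC2 peptide, 0.6 uM human TRb LBD, 1 uM T3, 5% DMSO; compound exposure 5 h at ambient temperature.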
RGS12 GoLoco inh: blocks human Gai1 binding to RGS12 GoLoco peptide, red readout; P63096; AID 880; Potency, µM (series often up to 61.6 µM), for the others: top-dose activity, negative = inhibition, hits mostly inhibitors; Gai1:RGS12 GoLoco peptide FP, rhodamine, 10 min; actives 0.44% (n = 230,000); active = well fitted inhibition curve with a large enough effect, not every such curve was filed as active; inactive = no such curve, though single readings can be large or run the other way; also: nearly all actives have a fitted effect of over 30% in size; many of its hits are not listed in these tables
Tau fibril FP: tau fibrillization inhibition (FP) | P10636 | K18 P301L tau heparin fibrillization, Alexa594 FP, 6 h | Potency, µM (highest dose often 57.7 µM), for the others: at the top dose activity, negative = inhibition, actives largely listed as inhibitors | actives 0.39% (n = 280,000) | AID 1468; also: nearly all actives have a fitted effect of over 55% in size
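Steps: dispense K18 P301L tau (15 uM plus 0.24 uM Alexa 594 tracer, final) in pH 7 sodium acetate; add compound; add heparin (20 uM final); incubate 6 hr, 37 C; add ThT (30 uM final); after 1 hr ambient, read FP.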
KDM4E inh: JMJD2E (human) inhibition. B2RXH2. JMJD2E catalytic domain, FDH-coupled NADH fluorescence (FDH is formaldehyde dehydrogenase). Potency, µM (series often up to 57.1 µM), for inactives: at the highest dose activity change, negative = inhibition, most hits filed as inhibitors. actives 1.6% (n = 230,000); active = well fitted inhibition curve with a large enough effect, not every such curve was filed as active; inconclusive = small, poorly fitted or top-dose-only effect, or another doubt; inactive = no such curve, though single readings can be large or run the other way;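 also: 0% = wells with enzyme and -100% = buffer wells without enzyme; nearly all actives have a fitted effect of over 50% in size; many of its hits are not listed in these tables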
Target sequence (B2RXH2 1-337 limits assumed): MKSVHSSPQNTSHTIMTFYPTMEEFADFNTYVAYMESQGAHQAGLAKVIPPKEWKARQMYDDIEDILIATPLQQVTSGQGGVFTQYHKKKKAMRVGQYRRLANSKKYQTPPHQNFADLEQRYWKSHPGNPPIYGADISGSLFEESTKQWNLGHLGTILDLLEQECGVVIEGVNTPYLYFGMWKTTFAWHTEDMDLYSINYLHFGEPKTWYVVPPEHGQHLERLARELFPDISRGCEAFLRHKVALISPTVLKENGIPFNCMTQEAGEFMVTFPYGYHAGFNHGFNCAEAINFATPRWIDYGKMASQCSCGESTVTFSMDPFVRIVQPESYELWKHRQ
RECQ1 inh: inhibitors of human RECQ1 DNA helicase | actives 0.54% (n = 240,000) | Potency, µM (top dose mostly 57.3 µM), for the others: top-dose activity, negative = inhibition, actives largely listed as inhibitors | RECQ1 DNA unwinding, red fluorescence kinetic read | AID 2549 | P46063;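 also: plate controls were vehicle for no effect and no enzyme for full effect; nearly all actives have a fitted effect of over 30% in size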
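50 nM RECQ1T1 preincubated 15 min with compound in Tris pH 8.0 buffer with MgCl2, DTT, Tween-20 and 2.5 ug/ml poly(dI-dC); started with 200 nM TAMRA/BHQ-2 forked duplex and 2 mM ATP. Unwinding read as fluorescence (525/598 nm), two reads 2 h apart.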
TRb SRC2 PPI: inhibitors of human thyroid hormone receptor beta-SRC2 interaction; P10828; TRbeta-SRC2 peptide binding, fluorescence polarization; receptor liganded with 1 µM T3; Potency, µM (series often up to 106 µM), without a hit: top-dose activity change, negative = inhibition, hits mostly inhibitors; actives 0.065% (n = 280,000);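 also: plate controls were bound peptide for no effect and peptide without receptor for full effect; nearly all actives have a fitted effect of over 50% in size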
Target sequence (P10828 whole entry, looked up): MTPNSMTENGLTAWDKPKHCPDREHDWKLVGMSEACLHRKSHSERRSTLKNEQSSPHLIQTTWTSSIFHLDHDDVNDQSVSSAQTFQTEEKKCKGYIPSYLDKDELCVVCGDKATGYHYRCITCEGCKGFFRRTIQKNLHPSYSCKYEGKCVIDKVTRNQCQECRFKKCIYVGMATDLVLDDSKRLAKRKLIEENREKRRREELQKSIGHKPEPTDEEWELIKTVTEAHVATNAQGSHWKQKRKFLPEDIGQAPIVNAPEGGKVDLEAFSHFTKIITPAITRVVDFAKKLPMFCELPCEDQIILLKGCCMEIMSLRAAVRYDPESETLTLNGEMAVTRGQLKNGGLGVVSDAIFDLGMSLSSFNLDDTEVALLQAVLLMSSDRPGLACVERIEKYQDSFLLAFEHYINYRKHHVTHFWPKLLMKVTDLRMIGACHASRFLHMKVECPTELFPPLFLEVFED
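Fluorescence polarization of 20 nM Texas Red SRC2 peptide with 0.6 uM human TRb ligand-binding domain, in Tris buffer with 1uM T3 and 5% DMSO. Incubated 5 hr ambient; normalized to unbound and bound controls.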
* = called active by the depositor; i = inactive; ? = inconclusive; · = not tested or not shown; [ ] = another dose, or the depositor's remark. Unless noted, calls follow the shape of the dose curve; as a rule, active = well fitted curve in the direction sought with a large enough effect; inconclusive = small, poorly fitted or top-dose-only effect, or another doubt; inactive = no such curve, though single readings can be large; an effect the other way counts as inactive or inconclusive. Unless noted, % is scaled to controls: 0 for no effect and ±100 for the full control effect; potency is read from the fitted curve at half-maximal effect. A portion of the library; the hit share may differ from the screen's.

Labels used below – A = L3MBTL1 block; B = Tau fibril ThT; C = TexasRed fluor; D = RGS12 GoLoco inh; E = Tau fibril FP; F = KDM4E inh; G = RECQ1 inh; H = TRb SRC2 PPI
CCS(=O)(=O)N1CCCC(C(=O)NCCN(C)Cc2ccccc2)C1 (stereo not given)
  A = 0.0% | B = -3.1% | C = -3.7% | D = -12.3% | E = -2.7% | F = -1.1% | G = -10.8% | H = -11.1%
COc1ccc(/C=N/OCc2nc3c4c(ncn3n2)Oc2ccc3ccccc3c2C4c2ccccc2)cc1 (stereo not given)
  A = -4.6% | B = 10.4% | C = -3.2% | D = -7.1% | E = -3.1% | F = 3.0% | G = 1.2% | H = 7.9%
C/C(=N\NC(=O)c1csc(C)c1C)c1ccc(Cl)s1
  A = · | B = -13.9% | C = 1.7% | D = -12.9% | E = 4.4% | F = 2.4% | G = i | H = -18.6%
O=C(c1ccc(F)cc1)N1CCN2C(=O)c3ccccc3C12c1ccc(Cl)cc1 (stereo not given)
  A = -2.6%[11.4 µM] | B = -3.7% | C = -4.6% | D = 2.5% | E = -4.3% | F = 1.1% | G = -14.8% | H = -0.7%
COc1ccccc1N1CCN(S(=O)(=O)/C=C/c2ccccc2)CC1
  A = · | B = 3.5% | C = 2.2% | D = -22.7% | E = 8.9% | F = -2.0% | G = i | H = -25.1%
Cc1ccc(Cl)cc1N1CCN(Cc2cc(=O)n3ccsc3n2)CC1
  A = · | B = -7.3% | C = -1.3% | D = 4.3% | E = -5.7% | F = -14.4% | G = -20.9% | H = -4.4%
Cc1cc(C)n(Cc2ccccc2F)c(=O)c1C#N
  A = -4.2% | B = 5.3% | C = -0.4% | D = -0.8% | E = 2.6% | F = -5.1% | G = -2.9% | H = 2.5%
Cc1cccc(NC(=O)CSc2nc3[nH]ncc3c(=O)[nH]2)c1
  A = 7.5% | B = 1.2% | C = -2.8% | D = 17.3% | E = -1.6% | F = 0.7% | G = -5.6% | H = 1.8%
CCOC(=O)/C=C1\SCC(=O)N1CC(=O)NC(C)c1ccc(F)cc1 (stereo not given)
  A = -2.3% | B = ? | C = ? | D = 107.3%[activator] | E = 7.7% | F = ? | G = -2.4% | H = -24.3%
Cc1c(NS(=O)(=O)c2ccc(N3CCCCC3)c([N+](=O)[O-])c2)c(=O)n(-c2ccccc2)n1C
  A = 2.1% | B = ? | C = -0.5%[53 µM] | D = 3.3% | E = 1.8% | F = -1.0% | G = -9.6% | H = -7.7%[53 µM]
Cc1ccc2nc(-c3ccncc3)cc(-c3ccccc3)c2c1
  A = -8.1% | B = ? | C = -0.1% | D = 4.8% | E = -6.4% | F = ? | G = ? | H = 5.7%
O=c1[nH][nH]c(=S)n1C1CCCCC1
  A = 3.5% | B = 31.6µM* | C = 0.7% | D = -32.1% | E = ? | F = 2.82µM* | G = 9.6% | H = -3.0%
COc1cc2c(cc1OC)C(C(=O)NCC1COc3ccccc3O1)C(c1cccnc1)N(C)C2=O (stereo not given)
  A = 10.6%[11.4 µM] | B = -12.6% | C = -2.1% | D = -20.9% | E = -2.1% | F = 1.5% | G = -5.0% | H = 0.5%
COc1ccc(N2CCN(C(CNC(=O)CC(C)C)c3ccc4c(c3)OCO4)CC2)cc1 (stereo not given)
  A = · | B = -8.0% | C = -1.9% | D = · | E = ? | F = · | G = · | H = 5.9%
CC(/C=C1\SC(=O)N(CCCC(=O)O)C1=O)=C\c1ccccc1
  A = -4.0% | B = -9.6% | C = 1.5% | D = 10.4% | E = 13.1% | F = -7.1% | G = -5.7% | H = 2.5%
CC(C)(Oc1ccc(Cl)cc1)C(=O)NC1=NN(c2ccccc2)C(=O)C1
  A = -6.3% | B = ? | C = -22.4% | D = -2.0% | E = -4.2% | F = -4.8% | G = ? | H = 8.5%
Clc1ccc(-n2nnnc2CN2CCOCC2)cc1
  A = 0.6% | B = 1.1% | C = -2.4% | D = -4.5% | E = -0.6% | F = -7.9% | G = -6.2% | H = 0.3%
CCC(C)N1C(=O)S/C(=C/c2ccc(Sc3nc4ccccc4[nH]3)o2)C1=O (stereo not given)
  A = -9.2% | B = -19.5% | C = -0.6% | D = 46.9%[activator] | E = -9.7% | F = ? | G = -9.6% | H = 0.3%
COc1ccc(N(C)S(=O)(=O)c2cccc(C(=O)Nc3nnc(C4CC4)s3)c2)cc1
  A = -0.4% | B = -3.9% | C = -3.4% | D = 6.4% | E = -5.8% | F = 417.4%[activator] | G = i | H = -8.8%
Cc1nc2ccccc2n1CC(=O)NCc1ccccc1
  A = -4.2% | B = -3.3% | C = 0.0% | D = -2.7% | E = 6.5% | F = 4.4% | G = -13.2% | H = -4.0%
O=C(COC(=O)C1=COCCO1)NCCCc1ccccc1
  A = 0.7% | B = 12.3% | C = -0.8% | D = 2.5% | E = ? | F = -3.9% | G = -4.8% | H = -5.2%
COc1ccc(C2c3c(ncn(CCCN4CCOCC4)c3=N)Oc3ccc4ccccc4c32)cc1OC (stereo not given)
  A = -22.9% | B = -4.8% | C = -0.7% | D = 7.3% | E = -2.5% | F = -5.2% | G = -9.6% | H = -5.5%
O=S(=O)(Cc1ccccc1)N1CCCCCC1
  A = -0.2% | B = -7.5% | C = 0.6% | D = 1.7% | E = 3.7% | F = 4.6% | G = -1.3% | H = -5.2%
CCN1CCSc2ccc(C(=O)NCc3cccc(F)c3)cc21
  A = -0.1% | B = -8.9% | C = 1.3% | D = · | E = -2.1% | F = · | G = · | H = -4.4%
Cc1cc(C(=O)CSc2nnc(-c3ccccc3)o2)c(C)n1CC1COc2ccccc2O1 (stereo not given)
  A = 19.2% | B = 7.3% | C = -3.3% | D = 11.1% | E = -9.7% | F = 2.2% | G = -9.0% | H = -4.0%
COc1ccc(NC(=O)Cc2cccc(F)c2)cc1S(=O)(=O)Nc1ccccc1Cl
  A = · | B = · | C = -2.7% | D = 0.1% | E = ? | F = -10.1% | G = -26.1% | H = 2.8%
CCc1cccc(NC(=O)NC2CCCCC2)c1
  A = -0.6% | B = -5.2% | C = -2.4% | D = 5.7% | E = -0.7% | F = -1.5% | G = i | H = 1.1%
COc1ccc(C(=O)OCC(=O)Nc2ccc(Cl)c(C(F)(F)F)c2)c(OC)c1OC
  A = 13.5% | B = -12.7% | C = -3.3% | D = -0.3% | E = ? | F = 21.3% | G = -18.0% | H = 6.0%

Sorted by molecular weight (falling): some entries from above.
Labels used below – A = L3MBTL1 block; B = Tau fibril ThT; C = TexasRed fluor; D = RGS12 GoLoco inh; E = Tau fibril FP; F = KDM4E inh; G = RECQ1 inh; H = TRb SRC2 PPI
COc1ccc(C(=O)OCC(=O)Nc2ccc(Cl)c(C(F)(F)F)c2)c(OC)c1OC
  A = 13.5% | B = -12.7% | C = -3.3% | D = -0.3% | E = ? | F = 21.3% | G = -18.0% | H = 6.0%
COc1ccc(N2CCN(C(CNC(=O)CC(C)C)c3ccc4c(c3)OCO4)CC2)cc1 (stereo not given)
  A = · | B = -8.0% | C = -1.9% | D = · | E = ? | F = · | G = · | H = 5.9%
O=C(c1ccc(F)cc1)N1CCN2C(=O)c3ccccc3C12c1ccc(Cl)cc1 (stereo not given)
  A = -2.6%[11.4 µM] | B = -3.7% | C = -4.6% | D = 2.5% | E = -4.3% | F = 1.1% | G = -14.8% | H = -0.7%
CCOC(=O)/C=C1\SCC(=O)N1CC(=O)NC(C)c1ccc(F)cc1 (stereo not given)
  A = -2.3% | B = ? | C = ? | D = 107.3%[activator] | E = 7.7% | F = ? | G = -2.4% | H = -24.3%
CC(/C=C1\SC(=O)N(CCCC(=O)O)C1=O)=C\c1ccccc1
  A = -4.0% | B = -9.6% | C = 1.5% | D = 10.4% | E = 13.1% | F = -7.1% | G = -5.7% | H = 2.5%
Clc1ccc(-n2nnnc2CN2CCOCC2)cc1
  A = 0.6% | B = 1.1% | C = -2.4% | D = -4.5% | E = -0.6% | F = -7.9% | G = -6.2% | H = 0.3%
